Screening data: PubChem BioAssay, several laboratories
Tb hexokinase: Trypanosoma brucei hexokinase 1 inhibitors, primary screen, biochemical, G6PDH-coupled NADH absorbance, MLSCN library | inhibition, % at 10 µM | hexokinase 1 [Trypanosoma brucei] | 0.11% of 220,000 active | AID 1430, 2008 | recombinant TbHK1, G6PDH-coupled NADH A340;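 active = inhibition of 50% or more in the single-dose primary screen; inactive = inhibition below 50%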
p97 inhibitor: inhibitors of human p97 ATPase, primary screen, biochemical; Transitional endoplasmic reticulum ATPase (Homo sapiens), P55072; recombinant p97 ATPase, Kinase-Glo ATP luminescence, 3 h; inhibition, % at 8 µM; 0.42% of 220,000 active; in the data active = inhibition above about 15%;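 also: 0% = DMSO vehicle and 100% = wells lacking enzyme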
Target sequence (P55072 whole entry, looked up): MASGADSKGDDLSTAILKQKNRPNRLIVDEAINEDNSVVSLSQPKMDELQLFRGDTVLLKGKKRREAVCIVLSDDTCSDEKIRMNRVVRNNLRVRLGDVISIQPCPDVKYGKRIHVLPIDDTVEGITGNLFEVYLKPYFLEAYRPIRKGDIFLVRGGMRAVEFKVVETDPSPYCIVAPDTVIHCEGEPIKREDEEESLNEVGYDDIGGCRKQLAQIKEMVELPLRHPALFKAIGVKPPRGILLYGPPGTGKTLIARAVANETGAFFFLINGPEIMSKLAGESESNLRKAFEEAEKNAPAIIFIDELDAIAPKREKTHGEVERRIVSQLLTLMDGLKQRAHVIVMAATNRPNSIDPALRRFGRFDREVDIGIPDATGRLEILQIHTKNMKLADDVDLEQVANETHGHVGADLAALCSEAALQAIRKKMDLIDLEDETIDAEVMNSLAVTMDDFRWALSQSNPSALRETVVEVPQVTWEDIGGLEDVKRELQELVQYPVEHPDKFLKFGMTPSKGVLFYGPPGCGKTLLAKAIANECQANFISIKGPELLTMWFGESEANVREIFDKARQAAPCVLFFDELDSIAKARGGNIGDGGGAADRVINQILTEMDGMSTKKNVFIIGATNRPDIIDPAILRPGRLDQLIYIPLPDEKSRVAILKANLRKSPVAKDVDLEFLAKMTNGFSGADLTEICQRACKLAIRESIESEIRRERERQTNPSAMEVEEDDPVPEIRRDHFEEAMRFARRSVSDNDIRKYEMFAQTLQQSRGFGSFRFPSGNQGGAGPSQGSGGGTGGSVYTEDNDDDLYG
Furin inhibitor: human furin inhibitors, primary screen, biochemical, fluorescence intensity. P09958. 0.061% of 220,000 active. purified furin, fluorogenic substrate cleavage. inhibition, % at 30 µM; in the data active = inhibition above about 25%; also: inactives centre near -15
Ba/F3 V617F tox: reduced viability of JAK2V617F-dependent Ba/F3 cells, primary screen, JAK2V617F inhibitor project, cell-based, Ba/F3 EpoR-JAK2V617F, luminescence; AID 1446, 2008; ATP luminescence; inhibition, % at 5.6 µM; 1.1% of 220,000 active;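 active = inhibition above the campaign mean plus 3 SD over all tested compounds, cut at about 24% in these data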;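 also: cytokine-independent growth of Ba/F3 cells driven by EpoR plus mutant JAK2; 0% = DMSO-treated cells and 100% = JAK inhibitor I control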
PGE2 EP2 inh: human EP2 receptor antagonists, primary screen, TR-FRET cAMP, C6 glioma cells. 0.52% of 260,000 active. Prostaglandin E2 receptor EP2 subtype (Homo sapiens), P43116. AID 1422, 2008. inhibition, % at 25 µM. C6 glioma cells expressing human EP2; cells stimulated with saturating PGE2;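 active = percent inhibition above 40 after rounding to a whole number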;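 also: rat C6 glioma host cells with rolipram phosphodiesterase inhibitor present; the protocol text gives 20 µM as final concentration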
p47phox inh: p47phox/p22phox peptide binding inhibitors, primary screen, biochemical, uHTS, NADPH oxidase regulatory subunit; Neutrophil cytosol factor 1 (Homo sapiens), P14598; fluorescence polarization, 2 h; inhibition, % at 24.7 µM; 0.53% of 220,000 active;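 active = inhibition above about 30%, limit read from the data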;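 also: 0% = p47phox with labelled peptide and 100% = labelled peptide alone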
RBBP9 inhibitor: human RBBP9 inhibitors, primary screen, biochemical, fluorescence polarization, FP-Rh probe, HTS; Serine hydrolase RBBP9 (Homo sapiens), O75884; recombinant RBBP9; inhibition, % at 7.94 µM; 0.2% of 220,000 active;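 active = inhibition above the campaign mean of all tested compounds plus 3 SD, cut at about 14% in these data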;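 also: plate controls were DMSO wells with RBBP9 for no effect and wells lacking RBBP9 protein for full effect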
Target sequence (O75884 whole entry, looked up): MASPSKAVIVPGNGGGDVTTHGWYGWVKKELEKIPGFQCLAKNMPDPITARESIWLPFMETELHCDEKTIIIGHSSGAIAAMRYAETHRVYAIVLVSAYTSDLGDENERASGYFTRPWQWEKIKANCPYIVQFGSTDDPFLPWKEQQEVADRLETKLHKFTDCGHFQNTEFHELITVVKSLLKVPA
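Controls: DMSO-treated enzyme wells and wells lacking RBBP9 | Material: RBBP9 protein | Technique: Fluorescence polarization | Replication: Single well per compound, no replicates | Buffer or medium: Tris-NaCl-Pluronic buffer, pH 8.0 | Timing: 30 min compound preincubation, 45 min probe labeling, 25 °C | Read-out basis: Percent inhibition from mP, scaled between DMSO and no-protein wells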
BaF3 parental: parental Ba/F3 cell viability inhibition, counter-screen for JAK2V617F inhibitor project, murine pro-B, CellTiter-Glo luminescence. CellTiter-Glo ATP luminescence. inhibition, % at 5.6 µM. 1.1% of 220,000 active. AID 1486, 2009;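 active = inhibition above a per-campaign cutoff, the mean inhibition of all tested compounds plus 3 SD, cut at about 27% in these data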;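 also: 0% = DMSO wells and 100% = JAK Inhibitor I control wells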
PPC-1+TRAIL kill: compounds killing PPC-1 cancer cells with TRAIL present, primary screen, TRAIL potentiator project, ATPLite luminescence, uHTS | PPC-1 cells + TRAIL, ATPLite viability luminescence | cell killing (% activity), % at 4 µM | 0.41% of 220,000 active;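 active = cell killing above 50% in the first pass at 4 µM, then a duplicate retest at 5 µM averaging 50% or more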;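 also: plate controls were cells with TRAIL plus DMSO for no effect and medium-only wells lacking cells for full effect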
* = called active by the depositor; · = no result given; & = joins results of further samples; [ ] = remark or other dose. These rows are one share of the data. The share of hits here may be higher or lower than overall.

cpd	molecule	Furin inhibitor	PPC-1+TRAIL kill	p97 inhibitor	BaF3 parental	p47phox inh
1	CCS(=O)(=O)Nc1ccc2c(c1)N(C(C)=O)c1ccccc1CC2	-18	40	-1	6	-11
2	CCOc1cccc(OCCCOc2ccccc2)c1	-19[20 µM]	39	0	1	-8
3	CCCC(=O)Nc1ccc(Oc2ccc(NC(=O)CCC)cc2)cc1	-28[20 µM]	15	0	1	-6
4	Cc1c(C(=O)OCC2CCCO2)[nH]c2c1C(=O)CC(c1ccc(N(C)C)cc1)C2 (stereo unspecified)	4	-8	-6	8	-8
5	Cc1ccc(C(c2nnnn2C(C)(C)C)N2CCN(C3CCCC3)CC2)cc1 (stereo unspecified)	-31	28	1	4	-12
6	Cn1c(=O)cc(SCC(=O)N2CCOCC2)c2ccc(Cl)cc21	-28[20 µM]	16	5	4	4
7	Cc1ccc(C(=O)N(CC#N)CC#N)cc1C	-16	0	6	7	-1
8	N=C1S/C(=C\c2ccc(-c3cccc(Cl)c3)o2)C(=O)N1c1nccs1	-1	7	3	6	18

cpd	RBBP9 inhibitor	PGE2 EP2 inh	Ba/F3 V617F tox	Tb hexokinase
1	-8	10	0	1
2	-6	4	-4	-3
3	-7	12	-4	7
4	-11	10	1	0
5	-2	10	1	-10
6	-4	19	-1	-11
7	4	2	1	0
8	6	1	0	5

(cont.)
cpd	molecule	Furin inhibitor	PPC-1+TRAIL kill	p97 inhibitor	BaF3 parental	p47phox inh
9	Cc1cnc(C(=O)OCC(=O)c2cc(C)n(C)c2C)cn1	-14	-8	0	1	-3
10	c1ccc(Cc2nnc3sc(-c4ccncc4)nn23)cc1	-25[20 µM]	11	0	1	-7
11	COc1ccc(-n2c(Cc3cccn3C)nnc2SCC(=O)Nc2ccc(F)cc2)cc1	-6	24	1	7	-7
12	CCSCc1nnc(SCC(=O)Nc2cccc(C(C)=O)c2)n1C	-13	14	-1	10	2
13	CC1(C)Cc2c(C#N)c(SCC(=O)c3ccccc3)nc(N3CCCC3)c2CO1	-15[20 µM]	·	3	2	·
14	O=S(=O)(NCc1csc(-c2cccs2)n1)c1ccccc1	-13	30	1	2	-6
15	Cn1c(SCC(=O)N=Nc2c(O)[nH]c3ccccc23)nc2ccccc21	-10	34	0	2	7
16	Cc1ccc(O)c(CNc2cccc3cccnc23)c1	-28	14	10	8	-3

cpd	RBBP9 inhibitor	PGE2 EP2 inh	Ba/F3 V617F tox	Tb hexokinase
9	-7	3	-3	-7
10	-3	8	-3	0
11	-9	8	-3	-3
12	0	1	4	4
13	-12	·	-2	2
14	-3	12	-3	-22
15	-10	2	-2	-8
16	4	6&6	3	2

Next results
cpd	molecule	Furin inhibitor	PPC-1+TRAIL kill	p97 inhibitor	BaF3 parental	p47phox inh
17	O=C(OCC(=O)N1CCN(C(=O)c2ccco2)CC1)C1=COCCO1	-26	5	4	0	-10
18	Cc1ccc2oc(=O)c3cnn(CC(=O)N4CCN(c5ccccn5)CC4)c3c2c1	-8	14	3	6	-11
19	COc1ccccc1NC(=O)c1[nH]c(C)c(C(C)=O)c1C	-17	0	1	3	-9
20	Cc1ccsc1/C=C(\C#N)C(=O)NCCCN1CCOCC1	1	14	5	6	-7
21	CC(C)CC(=O)OCc1cn(-c2ccccc2)nn1	-25	8	1	2	-1
22	CC(=O)Oc1ccc(C(=O)NCCc2ccccc2)cc1	-22	20	-1	5	-3
23	Nc1ccccc1SCC(=O)Nc1nccs1	-15	18	-2	3	·
24	COc1cccc2cc(C(=O)NCC3CCCO3)c(=O)oc12 (stereo unspecified)	-15[20 µM]	-1	2	0	-7

cpd	RBBP9 inhibitor	PGE2 EP2 inh	Ba/F3 V617F tox	Tb hexokinase
17	-5	4	-4	2
18	-3	13	-3	-5
19	-6	13	2	0
20	3	1	3	-40
21	1	5	-2	0
22	-6	0	0	6
23	-1	5	0	-12
24	-2	·	-4	-7

2 entries from above, as a markdown table:
| No. | molecule | Furin inhibitor | PPC-1+TRAIL kill | p97 inhibitor | BaF3 parental | p47phox inh | RBBP9 inhibitor | PGE2 EP2 inh | Ba/F3 V617F tox | Tb hexokinase |
| --- | --- | --- | --- | --- | --- | --- | --- | --- | --- | --- |
| 4 | Cc1c(C(=O)OCC2CCCO2)[nH]c2c1C(=O)CC(c1ccc(N(C)C)cc1)C2 (stereo unspecified) | 4 | -8 | -6 | 8 | -8 | -11 | 10 | 1 | 0 |
| 20 | Cc1ccsc1/C=C(\C#N)C(=O)NCCCN1CCOCC1 | 1 | 14 | 5 | 6 | -7 | 3 | 1 | 3 | -40 |

Fetched one by one from the list above, 7 records:
cpd	molecule	Furin inhibitor	PPC-1+TRAIL kill	p97 inhibitor	BaF3 parental	p47phox inh
12	CCSCc1nnc(SCC(=O)Nc2cccc(C(C)=O)c2)n1C	-13	14	-1	10	2
20	Cc1ccsc1/C=C(\C#N)C(=O)NCCCN1CCOCC1	1	14	5	6	-7
17	O=C(OCC(=O)N1CCN(C(=O)c2ccco2)CC1)C1=COCCO1	-26	5	4	0	-10
1	CCS(=O)(=O)Nc1ccc2c(c1)N(C(C)=O)c1ccccc1CC2	-18	40	-1	6	-11
16	Cc1ccc(O)c(CNc2cccc3cccnc23)c1	-28	14	10	8	-3
21	CC(C)CC(=O)OCc1cn(-c2ccccc2)nn1	-25	8	1	2	-1
22	CC(=O)Oc1ccc(C(=O)NCCc2ccccc2)cc1	-22	20	-1	5	-3

cpd	RBBP9 inhibitor	PGE2 EP2 inh	Ba/F3 V617F tox	Tb hexokinase
12	0	1	4	4
20	3	1	3	-40
17	-5	4	-4	2
1	-8	10	0	1
16	4	6&6	3	2
21	1	5	-2	0
22	-6	0	0	6

Additional entries follow:
cpd	molecule	Furin inhibitor	PPC-1+TRAIL kill	p97 inhibitor	BaF3 parental	p47phox inh
25	Cc1cc([N+](=O)[O-])nn1Cc1c(F)c(F)c(F)c(F)c1F	-18	-1	-7	8	-13
26	Cc1ccc2c(CC(=O)NCc3cccs3)coc2c1	-39	-2	-3	6	-15
27	CCCNC(=O)N1CCN(S(C)(=O)=O)CC1	-15	13	5	3	0
28	CC(=O)Nc1ccc(-n2nnnc2SCC(=O)N2CCN(C(=O)c3ccco3)CC2)cc1	-18[20 µM]	9	-2	-1	11
29	CCNS(=O)(=O)c1ccc(NC(=O)Nc2cccc(C(F)(F)F)c2)cc1	-17[20 µM]	23	-2	2	-16
30	CCCc1cc(C(=O)NCCc2ccc(OC)c(OC)c2)no1	-9	-7	1	3	-1
31	Cc1ccc(-c2cc(C(F)F)n3ncc(C(=O)Nc4cn(C)nc4C)c3n2)cc1	-22	·	1	0	1
32	Cc1n[nH]c(=O)nc1N1CCc2ccccc2C1	-19[20 µM]	-17	3	7	9

cpd	RBBP9 inhibitor	PGE2 EP2 inh	Ba/F3 V617F tox	Tb hexokinase
25	-7	5	4	-1
26	1	11	2	2
27	9	3	2	1
28	-9	4	-1	-8
29	-64	8	3	11
30	-1	7	1	-9
31	-5	9	-3	-15
32	0	-2	1	4

An excerpt from above, limited to Ba/F3 V617F tox and BaF3 parental.
cpd	Compound	Ba/F3 V617F tox	BaF3 parental
26	Cc1ccc2c(CC(=O)NCc3cccs3)coc2c1	2	6
27	CCCNC(=O)N1CCN(S(C)(=O)=O)CC1	2	3
28	CC(=O)Nc1ccc(-n2nnnc2SCC(=O)N2CCN(C(=O)c3ccco3)CC2)cc1	-1	-1

Further entries:
cpd	molecule	Furin inhibitor	PPC-1+TRAIL kill	p97 inhibitor	BaF3 parental	p47phox inh
33	CCCC(=O)c1ccc(N2CCCCCC2)c(F)c1	-6	-3	-2	1	-7
34	COC(=O)c1ccc(-c2csc(NC(=O)c3ccc(S(=O)(=O)N4CCc5ccccc5C4)cc3)n2)cc1	-19	12	-6	2	-27
35	O=C(O)CCC(=O)NC1CCCCC1NC(=O)CCC(=O)O (stereo unspecified)	-19[20 µM]	·	3	3	·
36	CC(Oc1ccc(Cl)cc1Cl)C(=O)NCCCn1ccnc1 (stereo unspecified)	-23	22	1	1	-4
37	CC(NC(=O)Nc1ccccc1F)C(C)(C)C (stereo unspecified)	-21	12	0	7	-7
38	O=C1C=C(c2ccccc2)C[C@H](c2cccs2)[C@H]1n1cnc([N+](=O)[O-])c1	-17[20 µM]	0	-1	4	-15
39	Cc1ccccc1-n1nc2c(c1NC(=O)c1c(-c3ccccc3Cl)noc1C)CS(=O)(=O)C2	-21	25	3	3	-15
40	COc1ccc(S(=O)(=O)NCCSc2ccc(Cl)cc2)cc1OC	-18[20 µM]	-5	-6	4	-7

cpd	RBBP9 inhibitor	PGE2 EP2 inh	Ba/F3 V617F tox	Tb hexokinase
33	-10	9	-2	-4
34	-8	12	5	-9
35	-8	·	1	-7
36	-3	10	-3	11
37	-7	2	5	-1
38	-10	9	-1	-4
39	-7	·	-2	19
40	-5	11	-2	-2

(listing goes on)
cpd	molecule	Furin inhibitor	PPC-1+TRAIL kill	p97 inhibitor	BaF3 parental	p47phox inh
41	C=CCN(CC=C)S(=O)(=O)c1ccc(NC(=O)COc2ccccc2OC)cc1	14[20 µM]	8[5 µM]	-2	3	-13
42	CCCCn1cc(C(=O)c2cc(Br)ccc2O)cc(C#N)c1=O	-4[20 µM]	13	6	11	-10
43	CCN(CC)c1ccc(/C=N\NC(=O)c2cccc3cc[nH]c23)cc1	-17	13	6	-4	-19
44	CCS(=O)(=O)NCCc1cc2cc(C)c(C)cc2[nH]c1=O	-9	-5	5	1	-13
45	CCC(C)(C)NC(=O)C(c1cccc(OC)c1OC)N(CC(C)C)C(=O)CCC(=O)Nc1cc(C)on1 (stereo unspecified)	-15	13	0	7	-9
46	COc1ccc(CCNC(=O)CSc2nnc3ccc(-c4cccnc4)nn23)cc1	3	10	-5	0	1
47	Cc1ccc(C(=O)Cn2nnc3ccccc32)cc1C	-24	23	-1	3	-3
48	CCCCN(c1ccccc1)S(=O)(=O)c1cccc(C(=O)O)c1	-16	15	-2	4	-9

cpd	RBBP9 inhibitor	PGE2 EP2 inh	Ba/F3 V617F tox	Tb hexokinase
41	-9	20	-1	8
42	-2	13	2	-12
43	6	7	3	-14
44	1	6	-2	-18
45	-5	3	0	-4
46	-19	8	4	10
47	6	·	-3	4
48	-7	8	2	-6
